Screening data: PubChem, National Center for Advancing Translational Sciences (NCATS)
GAA glycogen mod: GAA glycogen-cleavage inhibition or activation; P10253; hit rate 0.38% among 300,000; recombinant GAA, glycogen substrate, Amplex Red glucose oxidase fluorescence; AID 2100; Potency, µM (doses to about 76.4 µM), for the others: top-dose activity change, negative = inhibition, actives largely listed as inhibitors; active = well fitted inhibition curve with a large enough effect; inconclusive = small, poorly fitted or top-dose-only effect, or another doubt; inactive = no such curve, though single readings can be large or run the other way;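 note: 0% = full enzyme reaction and -100% = no-enzyme basal signal; the screen sought inhibitors and activators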
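Recombinant human alpha-glucosidase (4 nM final) hydrolysed bovine liver glycogen (30 ug) for 40 min at 37 C in pH 5.0 citrate/phosphate with 0.01% Tween-20. Released glucose detected by glucose oxidase/Amplex Red, Ex 573/Em 610 nm. Compounds up to 77 uM; AC50 from Hill fits.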
Active calls of the source: *; u = inconclusive; [ ] = dose if it differs, or a comment. Potency is the fitted concentration of half-maximal effect.

SMILES | GAA glycogen mod
COc1ccc(NC(=O)c2cccnn2)cc1 | 4.0%
Cc1cc(OC(=O)c2ccccc2C(F)(F)F)c([N+](=O)[O-])c(=O)[nH]1 | 3.9%[76.3 µM]
COc1ccccc1C(=O)Nc1ccnn1C1CCN(C(=O)c2cnsn2)CC1 | 1.7%[76.3 µM]
COc1ccccc1CNC(=O)C1CCN(S(=O)(=O)c2ccc(N3CCCC3=O)cc2)CC1 | -3.7%[76.3 µM]
Cc1ccc2c(c1)COc1c3ccc(C(=O)O)cc3nn1-2 | 10.1%[76.3 µM]
O=C(CSc1nc2ccccc2[nH]1)Nc1ccc(N2CCOCC2)cc1 | 2.7%[76.3 µM]
O=C(Nc1ccccc1)C1CCN(C(=O)c2ccco2)CC1 | 5.0%
COc1ccc(C2NN=C(c3ccc(C)cc3)S2)cc1 (stereo not drawn) | -13.9%
CCOC(=O)N1CCN(S(=O)(=O)N2CCCC(C(=O)NCCc3ccccc3)C2)CC1 (stereo not drawn) | 2.3%[76.3 µM]
COc1ccc(/C=C/C(=O)NC(=S)Nc2ccccn2)cc1 | -5.8%
CC1CCN(CC(=O)NC2CCCCC2)CC1 | -7.2%[76.3 µM]
COc1cccc2sc(N(CCCN(C)C)C(=O)c3ccc(S(=O)(=O)N4CCCc5ccccc54)cc3)nc12 | -4.4%[76.3 µM]
COc1ccc(CN2CCN(CCCc3ccccc3)C(CCO)C2)c(O)c1 (stereo not drawn) | -11.3%[76.3 µM]
Cc1ccccc1OCc1nnc(SCC(=O)NC2CCCCC2)o1 | 0.4%
CN(C)CCN(C(=O)c1ccc(S(=O)(=O)N2CCc3ccccc32)cc1)c1nc2ccc(F)cc2s1 | 0.1%[76.3 µM]
CCCCn1c(=O)[nH]c2c(oc3ccccc32)c1=O | -4.1%
O=c1c(-c2ccccc2)nnc2sc(COc3ccc(Br)cc3)nn12 | 0.6%
CC(=O)c1ccc(NS(=O)(=O)c2cc3c(cc2C)N(C)CCO3)cc1 | -6.1%[76.3 µM]
OCC1(CCOc2ccccc2)CCN(Cc2ccccc2C(F)(F)F)CC1 | -8.7%[76.3 µM]
O=C(COC(=O)c1cccnc1)Nc1cccc2ccccc12 | -0.2%

The closing 7 records of the section before open the next one.
SMILES | GAA glycogen mod
Cc1ccccc1OCc1nnc(SCC(=O)NC2CCCCC2)o1 | 0.4%
CN(C)CCN(C(=O)c1ccc(S(=O)(=O)N2CCc3ccccc32)cc1)c1nc2ccc(F)cc2s1 | 0.1%[76.3 µM]
CCCCn1c(=O)[nH]c2c(oc3ccccc32)c1=O | -4.1%
O=c1c(-c2ccccc2)nnc2sc(COc3ccc(Br)cc3)nn12 | 0.6%
CC(=O)c1ccc(NS(=O)(=O)c2cc3c(cc2C)N(C)CCO3)cc1 | -6.1%[76.3 µM]
OCC1(CCOc2ccccc2)CCN(Cc2ccccc2C(F)(F)F)CC1 | -8.7%[76.3 µM]
O=C(COC(=O)c1cccnc1)Nc1cccc2ccccc12 | -0.2%
COc1ccc(-c2cn(CCc3c[nH]c4ccccc34)nn2)cc1 | 4.5%[76.3 µM]
COc1ccccc1OCCOc1ccc(/C=C2\C(=N)N3N=C(C)SC3=NC2=O)cc1 | -11.0%[76.3 µM]
O=C1C=C(N2CCCCCC2)C(=O)N1c1ccc(Cl)cc1 | 4.0%
O=C1C2C3C=CC(CC3)C2C(=O)N1c1ccccc1 (stereo not drawn) | 0.4%[76.3 µM]
O=C(CN1C(=O)S/C(=C\c2ccccc2F)C1=O)Nc1ccccc1O | -21.8%
Cc1cccc(-n2ncc3c2CCCC3NC(=O)CCN2Cc3ccccc3C2=O)c1C (stereo not drawn) | -6.6%[76.3 µM]
Cc1ccc(CNC(=O)c2ccc(N3CCC4(CC3)CC(c3ccccc3)=NO4)c(NC(=O)c3ccco3)c2)cc1 | 11.2%[76.3 µM]
Cc1ccccc1NC(=O)c1cccc(S(=O)(=O)N2CCCCC2)c1 | 4.3%[76.3 µM]
CC(=O)Nc1ccc(S(=O)(=O)N2CCC(N3CCCCC3)CC2)cc1 | 1.0%[76.3 µM]
O=C(COc1ccc2ccccc2c1)NNC(=O)Nc1ccc(F)cc1F | -0.3%[76.3 µM]
Cc1cccc(N2C(=O)CN(Cc3ccccc3)C2=S)c1 | 1.1%
O=C(Nc1ccc(S(=O)(=O)Nc2cnc3ccccc3n2)cc1)c1cc(F)c(F)cc1Cl | -11.0%
COc1cc(/C=N/N2CCN(Cc3ccc(Cl)cc3)CC2)cc(Br)c1O | -19.4%[76.3 µM]
CC(=O)Nc1cccc(C(=O)N2CCN(S(=O)(=O)c3ccc4ccccc4c3)CC2)c1 | 3.8%
Fc1ccc(-n2c(-c3ccco3)n[nH]c2=S)cc1 | -11.4%
CC(C)c1ccccc1OCC(O)CN1CCN(S(=O)(=O)c2ccc([N+](=O)[O-])cc2)CC1 (stereo not drawn) | -7.2%
Nc1ccc2nc(-c3cccc(-c4nc5ccc(N)cc5[nH]4)n3)[nH]c2c1 | u
CNC(=O)c1ccccc1Sc1cccc2cccc(C(=O)O)c12 | 2.0%
O=C(CN(c1cccc([N+](=O)[O-])c1)S(=O)(=O)c1ccccc1)NCc1cccnc1 | -1.9%[76.3 µM]
CN(Cc1ccccc1)C(=O)c1[nH]cnc1C(=O)N[C@@H](Cc1ccccc1)C(=O)OC(C)(C)C | -18.2%[76.3 µM]
CC(C)c1ccc2oc(=O)cc(CN3CCCCC3)c2c1 | 2.8%
CC1Sc2ccc(S(=O)(=O)CCC(=O)N3CCCC3)cc2NC1=O (stereo not drawn) | -1.9%[76.3 µM]
CC(C)(C)C(=O)CSc1ncnc2c1cnn2Cc1ccccc1 | 1.9%
CN(C)S(=O)(=O)c1cccc(C(=O)Nc2ccc3c(c2)CCC3)c1 | -1.9%
Cc1nn(CC(=O)NCCCN2CCN(C)CC2)c(=O)c2cc(-c3ccccc3)nn12 | -1.6%[76.3 µM]
COc1ccc(-n2c(SCCNCCO)nc3sc4c(c3c2=O)CCCC4)cc1 | 2.8%[76.3 µM]
COc1ccc(CCNC(=O)C/C(C)=N/NC(=O)COc2ccc(C)cc2Br)cc1OC | -4.4%
Cc1ccc(S(=O)(=O)N(C)C)cc1NC(=O)CCNC(=O)c1ccco1 | 3.1%
O=C1/C(=C\c2c(NCCOCCO)nc3ccccn3c2=O)SC(=S)N1Cc1ccco1 | -5.6%[76.3 µM]
COc1cc(/C=C2\C(=N)N3N=C(S(C)(=O)=O)SC3=NC2=O)cc(OC)c1OCCOc1ccc(C)cc1 | 0.5%
CC(C)CCn1nnnc1CN1CCN(C(=O)c2ccco2)CC1 | 9.7%[76.3 µM]
CCOc1ccc(C(=O)Nc2c(C(=O)N3CCC(N4CCCCC4)CC3)oc3ccccc23)cc1 | 2.9%[76.3 µM]
COc1cc(NC(=O)CSCc2ccc(Cl)cc2)c(C(=O)O)cc1OC | -1.4%[76.3 µM]
COc1cccc(NS(=O)(=O)c2cc3c(cc2C)N(C(C)=O)CCO3)c1 | -8.9%[76.3 µM]
CC12CC3CC(C)(C1)CC(C(=O)Nc1nncs1)(C3)C2 | -4.7%[76.3 µM]
O=C(COc1ccc2c3c(c(=O)oc2c1)CCC3)NCC1CCC(C(=O)O)CC1 (stereo not drawn) | 2.9%[76.3 µM]
COc1ccc(Cl)cc1C(=O)OCC(=O)NCCNC(=O)COC(=O)c1cc(Cl)ccc1OC | -2.8%[76.3 µM]
Cc1ccc2[nH]c(C(=O)N3CCN(c4cccc(Cl)c4)CC3)cc2c1 | -1.0%[76.3 µM]
CCC(C)c1ccc(-n2c(=O)c3ccccc3n3c(=S)[nH]nc23)cc1 (stereo not drawn) | 1.1%
O=C(O)Cc1ccc(NC(=O)Cc2ccc3ccccc3c2)cc1 | -2.3%[76.3 µM]

The final 2 compounds of the section above open the next one.
SMILES | GAA glycogen mod
CCC(C)c1ccc(-n2c(=O)c3ccccc3n3c(=S)[nH]nc23)cc1 (stereo not drawn) | 1.1%
O=C(O)Cc1ccc(NC(=O)Cc2ccc3ccccc3c2)cc1 | -2.3%[76.3 µM]
CC(=O)Nc1ccc(N(C(=O)CNC(=O)c2cccs2)C(C(=O)NCC2CCCO2)c2ccccc2)cc1 (stereo not drawn) | -4.2%
O=c1c2[nH]cnc2n(-c2ccc(F)cc2)c(=O)n1Cc1ccccc1 | -3.2%
COC(=O)c1ccc(CN2CCC(CO)(CCOc3ccccc3)CC2)cc1 | 17.4%[76.3 µM]
CCOc1ccc(N2C(=O)C3C(c4ccc(OC)cc4OC)NC(CCSC)(C(=O)OC)C3C2=O)cc1 (stereo not drawn) | 4.0%[76.3 µM]
CN(C)CCCNc1nc(-c2ccc(Cl)cc2)nc2ccccc12 | -13.5%[76.3 µM]
CCN(CC)CCN1C(=O)C2C(C(=O)Nc3cccc(SC)c3)C3C=CC2(O3)C1C(=O)NC1CCCC(C)C1C (stereo not drawn) | -4.0%
COc1cc(OC)cc(C(=O)NCC2CCCN(C(=O)c3csc(C)n3)C2)c1 (stereo not drawn) | -5.7%[76.3 µM]
COc1cc2c(C(=O)O)c(C)n(C)c2c2ccccc12 | -0.4%
O=C(O)CSc1c2ccccc2cc2ccccc12 | -1.0%[76.3 µM]
CNc1c(NS(=O)(=O)c2ccc(Cl)s2)c(=O)oc2ccccc12 | 6.3%[76.3 µM]
CC(C)[C@H](NC(=O)[C@@H]1CSC2c3ccccc3C(=O)N21)C(=O)NCc1ccco1 (stereo partly drawn) | -5.9%[76.3 µM]
Cc1cccc(N(C(=O)c2ccco2)C(C(=O)NC2CCCC2)c2cccnc2)c1C (stereo not drawn) | -3.4%
CCOc1ccc(S(=O)(=O)N2CC(=O)Nc3ccccc32)cc1 | -0.7%
O=C(NCc1ccc2c(c1)OCO2)c1cccc(S(=O)(=O)N2CCCC2)c1 | -11.6%[76.3 µM]
O=C(NC1CCCCCC1)c1ccc(Cl)c(S(=O)(=O)N2CCOCC2)c1 | -0.2%
COC(=O)c1ccc(OCC(O)CN2CCN(CC(O)COc3ccc(C(=O)OC)cc3)CC2)cc1 (stereo not drawn) | 1.9%
O=c1[nH]nc(-c2ccc(OCc3ccc(Cl)cc3Cl)cc2)o1 | 0.3%
COc1ccc(OC)c(CNC(=O)C2CCN(S(=O)(=O)N3CCC(C)CC3)CC2)c1 | -5.0%[76.3 µM]
O=C(NNS(=O)(=O)c1ccccc1)c1cccc(F)c1 | u
C=CCC(=O)N1CCCC(C(=O)c2ccc(Cl)cc2)C1 (stereo not drawn) | -9.2%[76.3 µM]
CC(=O)Nc1cccc(NC(=O)COc2ccc3c(c2)OCO3)c1 | -8.2%[76.3 µM]
Cc1nn(Cc2noc(C(=O)NCc3ccc4c(c3)OCO4)n2)c(C)c1Br | -18.4%[76.3 µM]
CC(=O)Nc1ccc(NC(=O)c2cc(=O)c3cc(C)c(C)cc3o2)cc1 | 1.0%
Cn1c2ccccc2c2nnc(SCC(=O)Nc3cccc(C(=O)O)c3)nc21 | 4.5%
O=C(CNC(=O)N1CC(=O)Nc2ccccc21)NCCc1c[nH]c2ccccc12 | -0.9%[76.3 µM]
Cc1ccc2[nH]c3nc(NN)nnc3c2c1 | u
CCC(C)c1ccc(OCC(=O)Nc2cccc(C(=O)Nc3ccc(C(=O)O)cc3)c2)cc1 (stereo not drawn) | -5.7%[76.3 µM]
COc1ccccc1NC(=O)c1nn(C)c(C(=O)Nc2ccccc2OC)c1[N+](=O)[O-] | -15.7%
O=C(CN1C2CCCC1CC(NC(=O)C1CCCCC1)C2)Nc1ccccc1C(F)(F)F (stereo not drawn) | 2.2%
O=C(Nc1cccc(F)c1)C1CCCN(S(=O)(=O)c2cnc[nH]2)C1 (stereo not drawn) | -10.2%[76.3 µM]
COc1ccc(C(CNC(=O)Cc2cccs2)N(C)C)cc1 (stereo not drawn) | -2.1%[76.3 µM]
CC(=O)c1cccc(NC(=O)Nc2ccc3c(c2)CCC3)c1 | -15.6%[76.3 µM]
COc1ccc(CNC(=O)CN2CCN(c3ccc(F)cc3)CC2)cc1 | 4.3%
O=C(O)[C@H](Cc1ccccc1)NC(=O)N1CCCCCC1 | 3.4%
COc1ccc(CCC(=O)OCC(=O)Nc2ccc(OC)c(OC)c2)cc1OC | 0.2%
Cc1cccc(NC(=O)Cn2c(=O)oc3cc(S(=O)(=O)N4CCCC4)ccc32)n1 | -15.1%[76.3 µM]
O=C(NCc1c(O)ccc2ccccc12)c1ccccc1 | 3.1%[76.3 µM]
COCCCC1CCN(C(=O)C2CCC(=O)N(CCc3cccc(F)c3)C2)CC1 (stereo not drawn) | 2.2%[76.3 µM]
O=C(OCc1nnc(-c2ccccc2)o1)C1CC(=O)N(c2ccccc2)C1 (stereo not drawn) | 2.7%[76.3 µM]
CCC(=O)N1c2ccc(S(=O)(=O)N3CCN(CC)CC3)cc2CC1C (stereo not drawn) | 7.4%[76.3 µM]
CCOc1ccccc1N(CC(=O)Nc1ccccc1)S(=O)(=O)c1ccccc1 | 13.4%[76.3 µM]
CCC(C(=O)N1CCC(N2CCCCC2)CC1)n1nc(C)c2sc3ccccc3c2c1=O (stereo not drawn) | -14.2%[76.3 µM]
COc1ccc(OC)c(Nc2ncnc3sccc23)c1 | 2.6%
O=S(=O)(c1ccccc1)N(CC(O)CN1CCCC1)c1ccccc1 (stereo not drawn) | 7.5%
O=C(Cn1cc(Cl)c([N+](=O)[O-])n1)NCCC1=CCCCC1 | -10.3%
Cc1ccc(CS(=O)Cc2ccc(C(=O)NCc3ccc4c(c3)OCO4)o2)cc1 (stereo not drawn) | -0.2%[76.3 µM]
CC(C)N(C(=O)c1nn(C)c2c1CSc1ccccc1-2)C1CCCCC1 | -11.7%[76.3 µM]
COc1ccc(/C=C2\SC(N3CCCCC3)=NC2=O)cc1 | 0.0%
CCOc1cc(/C=N/NC(=O)C(OC)c2ccccc2)ccc1O (stereo not drawn) | u
COc1ccc(N2CCCC2)c(NC(=O)c2ccc([N+](=O)[O-])o2)c1 | u

These rows are one share of the data (hit frequency here may not be typical).
